PP5 primary = PP5 phosphatase inhibitors, primary screen, biochemical, fluorescence; Serine/threonine-protein phosphatase 5 (Homo sapiens), P53041; purified PP5c, OMFP substrate fluorescence; inhibition, % at 6.7 µM; 320,000 compounds, 0.18% hits; AID 1987, 2009;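 active means inhibition above the campaign's mean inhibition across all tested compounds plus 3 SD, cut at about 9.5% in these data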;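 further: 0% = DMSO only and 100% = 100 µM cantharidin control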
core dimer inh = inhibitors of HCV core protein dimerization, primary screen, biochemical, TR-FRET, high-throughput | inhibition, % at 5 µM | AID 1899, 2009 | 300,000 compounds, 0.33% hits | TR-FRET GST/Flag-core106 dimerization, 1536-well;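 active means inhibition above the mean of all tested compounds plus 3 SD, set per screening campaign, cut at about 45% in these data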
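Material: GST/Flag-tagged HCV core106 proteins. Incubation: 4 h, 22.5 °C incubation. Read-out basis: inhibition (%) from 671 over 617 nm ratio. Measured by: TR-FRET, excitation 340 nm, emission 617 and 671 nm.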
JMJD2C inh = inhibitors of GASC-1 histone demethylase, primary screen, biochemical, fluorescence, DELFIA europium. inhibition, % at 2.35 µM. AID 2099, 2009. 330,000 compounds, 0.069% hits. Lysine-specific demethylase 4C (Homo sapiens), Q9H3R0. GST-JMJD2C(1-420) H3K9me3 demethylation;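 active means more than half of a compound's replicate wells show inhibition beyond 50%, single wells judged on their own value; inconclusive means some, but no more than half, of replicates pass 50% inhibition; inactive means no replicate passes 50% inhibition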;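 further: signal counts dimethyl H3K9 product captured on neutravidin plate; 0% = median of DMSO wells and 100% = 0.3 times that DMSO median; strong numbers were not always called active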
PREPL inhibitor = PREPL enzyme inhibitors, primary screen, biochemical, fluorescence polarization; Prolyl endopeptidase-like (Homo sapiens), Q4J6C6; inhibition, % at 5.96 µM; 320,000 compounds, 0.68% hits; recombinant PREPL, fluorescence polarization activity-based probe; in the data active means inhibition above about 43%;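 further: 0% = enzyme with DMSO and 100% = wells lacking enzyme; many of its hits are not listed in these tables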
Target sequence (Q4J6C6 whole entry, looked up): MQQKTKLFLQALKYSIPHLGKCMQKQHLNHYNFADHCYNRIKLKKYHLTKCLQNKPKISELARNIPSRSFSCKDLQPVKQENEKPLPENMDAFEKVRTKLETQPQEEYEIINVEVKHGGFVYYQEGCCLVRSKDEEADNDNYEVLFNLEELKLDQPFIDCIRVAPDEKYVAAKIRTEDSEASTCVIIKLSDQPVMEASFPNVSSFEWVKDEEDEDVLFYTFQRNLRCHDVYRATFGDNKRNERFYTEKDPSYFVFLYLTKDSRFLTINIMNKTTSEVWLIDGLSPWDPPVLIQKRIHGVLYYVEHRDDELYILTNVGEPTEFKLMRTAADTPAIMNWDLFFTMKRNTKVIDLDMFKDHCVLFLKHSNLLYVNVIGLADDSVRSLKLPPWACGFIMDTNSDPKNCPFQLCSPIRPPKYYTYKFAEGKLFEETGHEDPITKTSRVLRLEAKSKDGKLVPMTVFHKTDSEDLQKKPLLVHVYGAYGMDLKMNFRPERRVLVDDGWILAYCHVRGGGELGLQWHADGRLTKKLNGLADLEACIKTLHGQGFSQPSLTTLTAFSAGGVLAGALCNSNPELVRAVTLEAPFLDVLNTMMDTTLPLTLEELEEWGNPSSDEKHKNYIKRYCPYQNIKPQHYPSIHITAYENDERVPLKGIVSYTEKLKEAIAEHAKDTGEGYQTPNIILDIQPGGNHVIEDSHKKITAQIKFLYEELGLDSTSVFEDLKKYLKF
Efflux pump inh = inhibitors of Candida efflux pumps in yeast, primary screen, S. cerevisiae, Nile Red, multiplex; S. cerevisiae Candida pump triplex; inhibition, % at 10 µM; 330,000 compounds, 0.44% hits;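 active means plate passing quality check with inhibition over a set limit, or well fluorescence over plate mean plus 4 SD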;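 further: Nile Red retained in pooled yeast measured as flow cytometry median fluorescence; 0% = buffer negative control and 100% = Enniatin B positive control; higher means more Nile Red kept so more efflux inhibition; some compounds called inactive have numbers as strong as hits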
CTSL1 counter = Fasciola hepatica cathepsin L1 inhibitors, primary screen, counter-screen for PFM18AAP inhibitor project, biochemical, QFRET, fluorogenic peptide substrate | recombinant F. hepatica cathepsin L1, Z-Leu-Arg-MCA fluorescence | inhibition, % at 5.96 µM | 300,000 compounds, 0.49% hits | AID 1906, 2009;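 active means inhibition above the mean of all tested compounds plus 3 SD, set per screening campaign, cut at about 17% in these data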;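 further: 0% = plate median of test compound wells and 100% = 1 µM Z-Phe-Ala-diazomethylketone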
TPT1 inhibitor = Candida albicans TPT1 enzyme inhibitors, primary screen, biochemical, fluorescence polarization. tRNA 2'-phosphotransferase TPT1 (Candida albicans SC5314). recombinant caTPT1, FP RNA substrate dephosphorylation. inhibition, % at 5 µM. 300,000 compounds, 0.81% hits. AID 1962, 2009;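 active means inhibition above the mean of all tested compounds plus 3 SD, set per screening campaign, cut at about 24% in these data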;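 further: plate controls were DMSO alone for no effect and ferristatin control at 100 nM for full effect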
PP1 inh = PP1-alpha phosphatase inhibitors, primary screen, counter-screen for PP5 inhibitor project, biochemical, fluorescence, OMFP substrate, single point | purified PP1alpha | inhibition, % at 6.7 µM | 320,000 compounds, 0.9% hits | AID 2235, 2010;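 active means inhibition above the mean inhibition of all tested compounds plus 3 SD, computed separately for each screening campaign, cut at about 15% in these data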
Target sequence (P62136 whole entry, looked up): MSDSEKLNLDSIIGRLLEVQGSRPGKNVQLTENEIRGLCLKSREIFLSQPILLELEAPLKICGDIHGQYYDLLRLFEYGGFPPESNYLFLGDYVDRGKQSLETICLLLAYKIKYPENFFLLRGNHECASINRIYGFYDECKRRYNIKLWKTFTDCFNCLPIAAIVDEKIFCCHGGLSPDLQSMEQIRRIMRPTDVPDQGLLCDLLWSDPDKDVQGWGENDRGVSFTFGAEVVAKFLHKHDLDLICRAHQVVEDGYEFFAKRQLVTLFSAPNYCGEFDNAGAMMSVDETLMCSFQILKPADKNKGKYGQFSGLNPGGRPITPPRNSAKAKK
LYPLA2 counter = LYPLA2 inhibitors, primary screen, counter-screen for PME1 inhibitor project, biochemical, fluorescence polarization, FP-Rh probe ABPP | recombinant LYPLA2 | 320,000 compounds, 0.38% hits | AID 2177, 2009 | inhibition, % at 5.9 µM;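 active means inhibition above the screen-wide mean plus 3 SD, limit set per campaign, cut at about 26% in these data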;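 further: 0% = LYPLA2 with DMSO and 100% = wells lacking LYPLA2 enzyme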
* = called active by the depositor; ? = inconclusive; / = no result given.

SMILES	PP5 primary	core dimer inh	JMJD2C inh	PREPL inhibitor	Efflux pump inh	CTSL1 counter	TPT1 inhibitor	PP1 inh	LYPLA2 counter
O=C1C=CC(=O)N1Nc1ccc(Br)cc1	-1.1	2	7	-6	0.0	-5	0	-2	-2
NC(=O)c1ccccc1N/C=C1\CCCCC1=O	-2.5	-4	-9	14	-0.3	1	-6	-2	-4
O=C(COc1ccc(S(=O)(=O)N2CCCC2)cc1)N1CCCCC1	1.2	-3	/	4	0.1	-2	4	0	-1
Cc1ccc(OCCSCc2nnc(NC(=O)Nc3cccc(Cl)c3)s2)cc1	1.5	-1	1	-4	-8.7	-2	1	2	1
COc1ccc(C(=O)NC(=S)NNC(=O)c2ccco2)cc1	-0.3	-21	15	15	-0.1	3	0	12	-2
C(=N\N(c1ccccc1)c1ccccc1)/c1ccc(N2CCOCC2)s1	-0.1	2	6	0	0.1	-3	9	-1	-1
O=C(Nc1ccc(Br)cc1)C1C2C=CC3(O2)C1C(=O)N(CCN1CCCCC1)C3C(=O)NC1CCCCC1 (stereo not given)	0.3	8	2	41	0.0	8	-2	-3	0
C=CCN(C(=O)CCC(=O)Nc1cc(C)on1)C(C(=O)NC1CCCC1)c1ccc(C)cc1 (stereo not given)	-2.2	2	2	29	-0.2	0	-5	2	4
COc1cc(/C=N/NC(=O)c2ccncc2)ccc1OC(C)=O	2.8	13	5	-3	0.0	-3	-2	-3	0
Cc1cc(C)n(-c2ccc(C(=O)Nc3ccc4c(c3)OCCO4)cc2)n1	4.2	2	9	2	0.2	-4	-3	8	4
CC(=O)Nc1ccc(NC(=O)C2CCC(N3C(=O)C4C5C=CC(C6CC56)C4C3=O)CC2)cc1 (stereo not given)	-1.8	-16	3	30	-0.1	-3	-3	6	2
COCCN(Cc1ccccc1)C(=O)c1cc(-c2ccc(OC)c(OC)c2)nc2ccccc12	2.5	20	-26	9	-0.5	2	-1	-1	-2
CCOC(=O)N1CCN(CC(=O)N2CCC(C(N)=O)CC2)CC1	-3.3	-3	6	2	-0.1	-1	-2	-4	0
CCOc1ccccc1NC(=O)C1CCCN(C(=O)Nc2ccccc2)C1 (stereo not given)	1.4	-5	-10	23	0.1	4	1	-1	6
CC1CCCN(C(=O)c2nn(C)c3c2CSc2ccccc2-3)C1 (stereo not given)	-1.0	11	6	-3	0.1	-1	-3	0	10
C=CC(C)n1c(Br)nc2c1c(=O)[nH]c(=O)n2C (stereo not given)	-0.9	-1	11	2	-0.5	-1	-2	4	0
COCC(=O)N1CCC(Oc2ccc(C(=O)NCCc3ncccc3C)cc2)CC1	1.1	-8	-9	10	-0.1	1	-4	-1	7
CC(NC(=O)C1CCN(S(=O)(=O)c2ccccc2)CC1)c1ccccc1 (stereo not given)	1.8	5	15	2	0.1	0	-1	-3	0
COc1cc(/C=C/C(=O)OCC(=O)Nc2ccc(NC(C)=O)cc2)cc(S(=O)(=O)N2CCc3ccccc32)c1OC	-1.7	10	-13	-11	0.0	-8	0	-6	-16
C=CCN1CCN(C(=O)CSc2ccccc2)CC1	1.7	-7	-3	11	0.0	3	-2	-2	5

3 records drawn at random from the list so far, as already listed:
SMILES	PP5 primary	core dimer inh	JMJD2C inh	PREPL inhibitor	Efflux pump inh	CTSL1 counter	TPT1 inhibitor	PP1 inh	LYPLA2 counter
O=C1C=CC(=O)N1Nc1ccc(Br)cc1	-1.1	2	7	-6	0.0	-5	0	-2	-2
COc1cc(/C=C/C(=O)OCC(=O)Nc2ccc(NC(C)=O)cc2)cc(S(=O)(=O)N2CCc3ccccc32)c1OC	-1.7	10	-13	-11	0.0	-8	0	-6	-16
C=CCN(C(=O)CCC(=O)Nc1cc(C)on1)C(C(=O)NC1CCCC1)c1ccc(C)cc1 (stereo not given)	-2.2	2	2	29	-0.2	0	-5	2	4

Next section:
SMILES	PP5 primary	core dimer inh	JMJD2C inh	PREPL inhibitor	Efflux pump inh	CTSL1 counter	TPT1 inhibitor	PP1 inh	LYPLA2 counter
O=C(NCCO)C(=O)NCC1OCCCN1S(=O)(=O)c1ccc2c(c1)OCCO2 (stereo not given)	1.3	-2	-5	5	-0.1	0	1	0	-1
O=c1cc(O)c2c(=O)n(-c3ccccc3)c3c(c2o1)CCCCCC3	3.2	1	24	-4	-0.2	1	1	17*	-2
Cc1ccc(-c2cc(C(F)F)n3ncc(C(=O)NCc4ccco4)c3n2)cc1	0.8	14	/	-2	-0.1	0	3	8	-9
C/C(=N\Nc1ccc([N+](=O)[O-])cc1)c1ccco1	0.4	3	2	21	0.0	4	48*	-4	0
O=C(O)c1ccc(CSc2nc3ccccc3o2)cc1	0.5	-4	1	10	0.0	2	-3	-4	10
O=C(NCCc1ccccc1)C(=O)NCC1OCCN1S(=O)(=O)c1ccc(Cl)cc1 (stereo not given)	-0.3	3	5	8	0.2	0	5	-3	6
CC(C(=O)N1CCOCC1)(c1ccccc1)c1ccccc1	2.5	2	-30	11	-0.1	-1	4	-7	4
O=C(NC1(C(F)(F)F)NC(=O)N(c2ccc(F)cc2)C1=O)c1ccncc1 (stereo not given)	0.5	-4	5	-7	0.1	-1	-7	-2	0
CC(C)(C)OCC(NC(=O)C(CC(N)=O)NC(=O)OC(C)(C)C)C(=O)OC(C)(C)C (stereo not given)	-0.5	-1	28	-5	0.1	2	0	-2	2
O=C(Cn1c(=O)c2c(ncn2C2CCCC2)n(Cc2ccccc2)c1=O)N1CCc2ccccc21	0.5	38	?	15	-0.1	2	0	11	2
N#Cc1cc2c([nH]c1=S)CCCCCC2	-1.9	9	7	-3	0.0	-1	3	-5	5
COc1ccc(/C=N/NC(=O)c2ccccc2OC)cc1COc1ccccc1[N+](=O)[O-]	2.9	12	-1	-29	0.0	2	-3	3	6
COc1ccc(CC(=O)Nc2ccc(N3CCCC3)c(C)c2)cc1	4.1	2	-3	20	-0.1	0	14	7	1
CCc1nnc(NC(=O)CSc2nnc(-c3ccccc3O)o2)s1	3.5	0	1	3	0.1	0	3	2	-1
Cc1cccc(NC(=O)C2COc3ccccc3O2)c1 (stereo not given)	1.5	6	0	-3	0.1	-1	-2	-3	0
CCc1nc2sc3c(=O)n(N)cnc3c2c2c1COC(C)(C)C2	0.3	4	-33	-1	-0.1	2	-1	-2	-4
COc1ccc(C(=O)N2CCC(C(=O)N3CCN(c4ccccc4)CC3)CC2)cc1	-0.1	5	3	6	-0.1	-6	-1	-1	1
Cc1ccc(S(=O)(=O)N2CCOCC2)c(C)c1NS(C)(=O)=O	1.3	-1	6	7	-0.1	-3	0	-1	-7
CSc1ccc(CN(C)Cc2nc3ccccc3c(=O)[nH]2)cc1	1.6	1	4	-8	-0.1	-3	-1	-3	-3
COc1ccccc1N1CCN(CCC(=O)Nc2cccc(Cl)c2)CC1	0.8	3	-14	24	0.0	1	-2	-2	-5
Cc1ccc(C(c2c(O)nc3n(c2=O)CCS3)c2c(O)nc3n(c2=O)CCS3)cc1	3.6	2	4	-15	0.0	-2	0	0	-8
Cc1ccccc1OCCn1nc(C(=O)O)c2ccccc2c1=O	4.3	11	5	-6	0.3	1	-3	6	0
COc1cc2c(cc1OC)C(c1ccc(C)o1)CC(=O)N2 (stereo not given)	-11	-10	-18	14	-0.1	2	1	-5	2
O=C(NCc1ccccc1)C1(CC2CC(c3ccccc3)=NO2)CCNCC1 (stereo not given)	1.4	/	1	-11	-0.1	/	/	5	5
CCOc1ccccc1NC(=O)CSc1n[nH]c(N)n1	2.4	-4	3	5	-0.2	-2	-4	0	6
CCOC(=O)CCNC(=O)N1CCCC(C(=O)c2cccc(OC(C)C)c2)C1 (stereo not given)	-1.6	7	-15	-1	0.0	-1	2	-4	-5
CCN1CCN(Cc2ccc(NC(=O)c3ccc(C)c(NC(=O)c4cccc(-c5cn[nH]c(=O)c5)c4)c3)cc2C(F)(F)F)CC1	2.4	2	3	-2	0.3	-2	0	2	13
Cn1c(COc2ccccc2)nnc1SCCC(=O)Nc1ccccc1	1.9	-10	5	-9	0.0	2	-1	-1	-4
Cc1ccc(N(C)C(=O)N2CCN(S(=O)(=O)c3ccc(C)cc3)CC2)cc1	3.2	5	2	20	0.3	2	-5	2	-5
CCn1nc(C)cc1C(=O)N1CCCC(C(=O)c2cccc(OC)c2)C1 (stereo not given)	-0.6	4	-15	-2	0.1	-2	0	1	0
COc1ccc(Cc2nc(-c3cccs3)no2)cc1OC	1.0	-4	-1	-5	0.0	-2	2	4	-3
O=C1CC(N2CCN(c3ccc(F)cc3)CC2)C(=O)N1Cc1cccs1 (stereo not given)	-0.7	2	7	19	-0.2	-2	0	1	-1
CC(C)Cc1nnc(NC(=O)CCC(=O)N2CC(C)CC(C)C2)s1 (stereo not given)	1.8	11	4	6	0.1	0	-2	0	5
Cc1cc(NC(=O)CSc2nncn2-c2ccccc2)no1	-3.4	2	-4	0	-0.1	1	3	-5	0
CCN(CC(=O)Nc1ccc2c(c1)OCCO2)C(=O)C1CC(=O)N(c2ccc(OC)cc2OC)C1 (stereo not given)	-1.3	-7	-31	17	-0.1	2	-1	0	-3
COc1cccc(C2CC(c3cccs3)=NN2S(C)(=O)=O)c1OC (stereo not given)	-0.7	2	1	3	-0.3	-3	-2	-1	0
COc1ccc(-c2c(-c3ccsc3)oc3ccc(N4CCOCC4)cc23)cn1	1.2	-21	16	11	/	3	-6	2	3
O=C(Nc1cnc2ccccc2c1)c1ccncc1	-1.4	8	10	0	-0.1	1	-2	-2	-1
CC(=O)c1ccc(NC(=O)CSc2nnc(NC(=O)c3ccco3)s2)cc1	-1.4	0	-1	1	0.0	2	-1	0	4
Cc1c(C(=O)Nc2nc(-c3ccccn3)cs2)oc2ccccc12	1.7	/	/	4	0.6	/	/	16*	-10
CCc1cc(Cn2nc(-c3ccccc3)cc2C(=O)NCCOC)on1	1.6	-8	-2	1	0.0	-3	2	1	-3
CCN(CC(=O)Nc1ccc(OC)cc1)C(=O)CSCC(=O)Nc1ccc(C)cc1	1.0	-1	-7	1	0.2	-1	3	-1	-3
COc1ccc(SC[C@H](Cc2ccccc2)N2CC[C@@H](C)CCC2=O)cc1	3.5	/	9	18	0.1	/	/	1	4
O=S(=O)(c1ccc(-c2n[nH]c(=S)o2)cc1)N1CCCC1	-1.4	-3	0	-7	-0.2	2	-4	-1	2
COc1cc(C(=O)N/N=C/c2sc(N3CCOCC3)nc2-c2ccccc2)cc(OC)c1OC	-1.0	-5	-29	12	-0.3	12	6	-5	2
COc1cc2nc(CN(C)Cc3ccc(F)cc3)[nH]c(=O)c2cc1OC	1.5	-12	-7	6	0.2	3	4	0	-1
Cc1cc(C)c(S(=O)(=O)NCC(=O)NCc2ccco2)c(C)c1	-0.9	-6	5	-11	-0.2	2	-4	-2	-3
Cc1onc(-c2c(Cl)cccc2Cl)c1C(=O)NCCN1CCOCC1	1.9	-1	1	10	0.0	-1	2	-4	0

Not all compounds are listed. The share of hits here may be higher or lower than overall.
